Screens deposited in PubChem BioAssay by National Center for Advancing Translational Sciences (NCATS).
Tau FP inhib = inhibitors of human tau fibril formation; AID 1468; 280,000 compounds, 0.39% hits; P10636; K18 P301L tau heparin fibrillization, Alexa594 FP, 6 h; Potency, µM (highest dose often 57.7 µM), without a hit: at the highest dose activity, negative = inhibition, usual class: inhibitors; also: potency is read from the fitted curve at half-maximal effect; % is scaled to controls: 0 for no effect and ±100 for the full control effect; nearly all actives have a fitted effect of over 55% in size
Target sequence (P10636 561-689 P618L limits assumed): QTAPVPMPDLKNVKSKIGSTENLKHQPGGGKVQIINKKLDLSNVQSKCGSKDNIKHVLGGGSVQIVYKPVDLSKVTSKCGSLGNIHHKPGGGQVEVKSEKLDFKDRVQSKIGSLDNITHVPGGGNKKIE
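Recombinant K18 P301L […], labeled with Alexa 594 at 0.24 uM over 15 uM unlabeled; heparin inducer 20 uM final; 37 C, 6 hr; FP endpoint.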
Epigenetic derep = derepresses silenced GFP reporter in murine cells; murine LDR cells, GFP reporter derepression, 30 h; Potency, µM (series often up to 53.9 µM), inactives show at the highest dose GFP activation, most hits filed as activators; 280,000 compounds, 0.2% hits; also: potency is read from the fitted curve at half-maximal effect; % of control where 0% means no effect; nearly all actives have a fitted effect of over 60% in size
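GFP-positive cell count by laser-scanning cytometry (objects 20–120 um) after 30 h, 37 C compound exposure of murine LDR cells; reporter is CMV-GFP integrated at a silenced locus, inducible by HDAC or DNMT inhibitors.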
Tau fluor cs = counter-screen for tau fibril formation inhibitors; tau K18 P301L Alexa594 fluorescence, heparin fibrillization; Potency, µM (series often up to 57.7 µM), inactives show at the highest dose activity change, negative = decrease; 280,000 compounds, 0.93% hits; AID 1463; also: potency is read from the fitted curve at half-maximal effect; % is scaled to controls: 0 for no effect and ±100 for the full control effect; nearly all actives have a fitted effect of over 55% in size
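Human tau K18 P301L (15 uM unlabeled, 0.24 uM Alexa 594-labeled) in 100 mM sodium acetate pH 7 with 20 uM heparin, 6 hr at 37 C. ThT 30 uM added, 1 hr ambient; Alexa 594 FP and total fluorescence read at 555/632 nm.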
CBFb-RUNX1 inh = blocks binding between human CBF-beta and RUNX1; Q01196+Q13951; AlphaScreen CBFb-His/RUNX1-biotin binding, biochemical; Potency, µM (doses to about 59.8 µM), for the others: top-dose activity, negative = inhibition, hits mostly inhibitors; 230,000 tested, under 10 active; also: % of control where 0% means no effect
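Proteins preincubated together for 20 min at RT before compound addition; 15 min later, nickel and streptavidin beads were added and left 90 min prior to AlphaScreen measurement.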
TRb-SRC2 inh = disrupts binding of human TR beta to SRC2; 280,000 compounds, 0.065% hits; TRbeta-SRC2 peptide binding, fluorescence polarization; receptor liganded with 1 µM T3; P10828; Potency, µM (doses to about 106 µM), for inactives: top-dose activity change, negative = inhibition, actives largely listed as inhibitors;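 also: potency is read from the fitted curve at half-maximal effect; plate controls were bound peptide for no effect and peptide without receptor for full effect; nearly all actives have a fitted effect of over 50% in size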
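Quantitative HTS by FP: 0.6 uM TRb LBD, 20 nM labeled SRC2 20-mer, 1 uM T3, 5% DMSO; 5 hr ambient incubation; % activity per concentration and potencies from concentration series.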
TexasRed fluor = counter-screen for TRb-SRC2 inhibitors: fluorescence interference. Potency, µM (top dose mostly 106 µM), without a hit: at the highest dose fluorescence change, negative = quenching. TRb/SRC2 Texas Red total fluorescence interference. AID 1479. 280,000 compounds, 0.29% hits; active = well fitted curve in either direction with a large enough effect; inconclusive = small, poorly fitted or top-dose-only effect; also: potency is read from the fitted curve at half-maximal effect; % is scaled to controls: 0 for no effect and ±100 for the full control effect
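Flags fluorescent or light-absorbing compounds by total fluorescence, S + 2P, at 555 nm excitation and 632 nm emission. Mixture: 20 nM Texas Red SRC2 peptide, 0.6 uM human TRb LBD, 1 uM T3, 5% DMSO; compound exposure 5 h at ambient temperature.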
NPSR antagonist = antagonists of human neuropeptide S receptor cAMP signaling | 220,000 compounds, 1% hits | Potency, µM (doses to about 38.3 µM), inactives show at the highest dose activity change, negative = inhibition, actives largely listed as inhibitors | AID 1461 | CHO-NPSR cells, cAMP TR-FRET, antagonist mode; also: potency is read from the fitted curve at half-maximal effect; % is scaled to controls: 0 for no effect and ±100 for the full control effect; nearly all actives have a fitted effect of over 50% in size; many of its hits are not listed in these tables
Target sequence (Q6W5P4 whole entry, looked up): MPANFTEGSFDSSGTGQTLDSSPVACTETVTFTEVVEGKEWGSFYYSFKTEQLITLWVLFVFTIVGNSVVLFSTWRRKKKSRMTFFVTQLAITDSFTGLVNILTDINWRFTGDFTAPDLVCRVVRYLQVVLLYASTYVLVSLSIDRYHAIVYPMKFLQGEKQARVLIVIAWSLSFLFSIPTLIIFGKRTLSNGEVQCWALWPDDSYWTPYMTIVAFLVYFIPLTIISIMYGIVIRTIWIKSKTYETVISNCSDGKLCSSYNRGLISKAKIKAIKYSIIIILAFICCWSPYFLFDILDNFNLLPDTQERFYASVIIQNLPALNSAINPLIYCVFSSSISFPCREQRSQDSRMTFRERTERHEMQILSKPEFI
GLA spleen mod = alpha-galactosidase A (human) modulation | human spleen homogenate, 4MU-alpha-Gal fluorescence, 40 min | Potency, µM (doses to about 80 µM), inactives show top-dose activity change, negative = inhibition, usual class: inhibitors | 240,000 compounds, 0.008% hits | AID 2107;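 also: potency is read from the fitted curve at half-maximal effect; 0% = enzyme with vehicle and -100% = no enzyme basal signal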
Target sequence (P06280 32-429 limits assumed): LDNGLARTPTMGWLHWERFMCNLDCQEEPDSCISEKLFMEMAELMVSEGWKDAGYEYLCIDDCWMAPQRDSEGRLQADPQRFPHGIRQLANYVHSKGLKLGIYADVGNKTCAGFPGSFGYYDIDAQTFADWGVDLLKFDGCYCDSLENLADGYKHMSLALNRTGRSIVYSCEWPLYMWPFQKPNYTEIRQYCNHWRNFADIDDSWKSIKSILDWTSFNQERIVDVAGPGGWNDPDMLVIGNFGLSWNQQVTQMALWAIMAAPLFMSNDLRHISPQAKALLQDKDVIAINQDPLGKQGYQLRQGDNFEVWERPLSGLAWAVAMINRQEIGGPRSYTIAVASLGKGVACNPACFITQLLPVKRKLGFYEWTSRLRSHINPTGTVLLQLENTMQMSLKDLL
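Human spleen homogenate (1 ug) was the enzyme source, with 4-methylumbelliferyl-alpha-D-galactopyranoside (1 mM final) in pH 5.0 citrate buffer with 0.01% Tween-20. Compounds were titrated; after 40 min at 37C, NaOH/glycine stop, 4-MU fluorescence read; AC50 from Hill fits.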
An asterisk follows results filed as active; ? = inconclusive; · = no result given; [ ] = dose if it differs, or a comment. Unless noted, calls follow the shape of the dose curve; as a rule, active = well fitted curve in the direction sought with a large enough effect; inconclusive = small, poorly fitted or top-dose-only effect, or another doubt; inactive = no such curve, though single readings can be large; an effect the other way counts as inactive or inconclusive. The list is partial (hit frequency here may not be typical).

SMILES	Tau FP inhib	Epigenetic derep	Tau fluor cs	CBFb-RUNX1 inh	TRb-SRC2 inh	TexasRed fluor	NPSR antagonist	GLA spleen mod
O=S(=O)(Cc1ccccc1)N1CCN(Cc2ccc3c(c2)OCO3)CC1	3%	-0.7%	-5%	-3%	-5%	2%	-4%[46.1 µM]	7%
CCc1nc2ccccc2c(NC(=O)CN2CCC(C)CC2)c1C	3%	0.9%	-3%	1%	3%	-2%	11%[46.1 µM]	3%
O=C(Cn1cnc2c(nnn2Cc2ccc(F)cc2)c1=O)NCc1ccc2c(c1)OCO2	-6%	-1.0%	-1%	-1%	-9%	-3%	6%	27%
CC1C(=O)OC2C(O)C34C5CC(C(C)(C)C)C36C(OC(=O)C6O)OC4(C(=O)O5)C12O (stereo not given)	3%	-0.3%	-3%	13%[21.7 µM]	-3%	-2%	·	9%
CCOc1ccc(CN2CCN(c3ncnc4sc5c(c34)CC(C)CC5)CC2)cc1 (stereo not given)	5%	-0.3%	2%	·	3%	0%	·	·
CCOC(=O)C1=C(C)Nc2nc(SCc3cccnc3)nn2C1c1ccc(OC)cc1 (stereo not given)	-5%	0.8%	-6%	-1%	4%	1%	-14%[46.1 µM]	11%
CC(C)N(C(=O)Cn1c(SCC(=O)Nc2nccs2)nc2ccccc21)C(C)C	6%	0.1%	6%	4%	-10%	-2%	-5%[46.1 µM]	0%
COc1ccc(OC)c(NC(=O)CSc2ncccn2)c1	3%	0.0%	-8%	-1%	-6%	-5%	2%[46.1 µM]	5%
CCN1C(=O)/C(=C\c2cn(-c3ccccc3)nc2-c2cccnc2)SC1=S	2%	6.2%	1%	6%	7%	-3%	-20%	?
COc1cccc(Nc2nnc(SCC(=O)N3CCOCC3)s2)c1	8%	2.5%	2%	5%	-3%	-6%	-10%[46.1 µM]	7%
O=C(O)c1cc(S(=O)(=O)N2CCN(c3ccccn3)CC2)ccc1Cl	4%	-4.2%	8%	-1%	-1%	-2%	23%	-9%
N#Cc1c(Nc2ccc(F)cc2)sc(C(=O)c2ccc(F)cc2)c1N	1%	-1.1%	1%	-4%	-4%	-3%	-5%[46.1 µM]	3%
CCN(CC)CCOC(=O)c1ccc(NC(=O)c2ccc(Cl)c(S(=O)(=O)N3CCCCCC3)c2)cc1	?	15%	?	1%	1%	0%	-24%	-12%
COc1ccc(/C=N\NS(=O)(=O)c2ccc(C)cc2)cc1COc1ccccc1[N+](=O)[O-]	-3%	13%	7%	-8%	-4%	-3%	-22%[46.1 µM]	8%
CSCc1nc2scc(-c3ccccc3)c2c(=O)[nH]1	2%	0.7%	7%	6%	-6%	0%	-5%	1%
Cc1ccc(-n2ncc3c(=O)n(CC(=O)NCC4CCCO4)cnc32)cc1 (stereo not given)	12%	-1.4%	2%	16%	-17%	-1%	-1%[46.1 µM]	3%
COC(=O)c1ccc(OC(C)C(=O)c2ccc(C)cc2)cc1 (stereo not given)	4%	0.0%	-11%	25%	-1%	-1%	1%	5%
O=S(=O)(c1ccccc1)N(CC(O)CN1CCCCC1)c1ccccc1 (stereo not given)	9%	-0.2%	10%	-8%	-1%	-2%	5%[46.1 µM]	4%
C(=N\n1cnnc1)/c1ccccc1OCCOc1ccccc1	-1%	0.5%	-4%	0%	-15%	0%	-9%[46.1 µM]	2%
COC(=O)C1=C[C@@H](C(=O)OC)C2C3=C(C(=O)[C@]2(C)NC(=O)c2ccccc2)[C@H](C)[C@@H]2C(=O)N(C)C(=O)[C@@H]2[C@@H]3C1 (stereo not given in full)	·	·	·	11%	-10%	0%	·	8%
COc1ccc(C(c2nnnn2Cc2cccs2)N2CCN(c3ccccc3F)CC2)cc1 (stereo not given)	0%	-3.1%	-12%	6%	-14%	-2%	-26%[46.1 µM]	1%
CCOC(=O)c1c(CN2CCN(c3ccccc3)CC2)oc2ccc(O)cc12	1%	-1.0%	?	-24%	-2%	-1%	-26%	2%
Cc1ccc2nc(-c3ccsc3)c(Nc3ccccc3C)n2c1	-4%	1.2%	-16%	·	7%	0%	·	·
CCOc1ccccc1NC(=O)CSc1nnc(N)s1	-9%	0.1%	1%	·	2%	-2%	·	·
COc1ccc(NC(=O)CC2SC(=NCc3ccccc3OC)NC2=O)cc1 (stereo not given)	4%	0.7%	-5%	-2%	3%	2%	-5%[46.1 µM]	0%
Remaining list, next part:
SMILES	Tau FP inhib	Epigenetic derep	Tau fluor cs	CBFb-RUNX1 inh	TRb-SRC2 inh	TexasRed fluor	NPSR antagonist	GLA spleen mod
CCc1ccc(NC(=O)c2ccc3nc(C(C)C)oc3c2)cc1	?	1.7%	-12%	·	7%	-3%	·	·
Cc1ccn2c(Nc3ccc4c(c3)OCCO4)c(-c3ccc(C)s3)nc2c1	8%	4.1%	?	·	-10%	0%	·	·
COc1ccc(-c2nnc3sc(-c4ccc(Br)o4)nn23)cc1OC	-1%	-3.9%	4%	5%	0%	0%	1%[46.1 µM]	15%
O=C(CSc1nnc(Cc2cccs2)n1Cc1ccco1)Nc1cc(Cl)cc(Cl)c1	-7%	-1.0%	?	-13%	-2%	-2%	?	0%
Cc1nc(SCC(=O)N2CCN(c3ccccc3)CC2)c2oc3ccccc3c2n1	9%	2.4%	-18%	-4%	-13%	2%	-14%[46.1 µM]	-5%
Cc1ccc(N(CC(=O)N/N=C/c2cc(C)n(-c3ccccc3C)c2C)S(C)(=O)=O)cc1	11%	-0.1%	-28%	-21%	1%	0%	-44%	7%
COCC(=O)NCCSc1c(C)[nH]c2ccccc12	2%	0.0%	5%	-10%	-29%	0%	-19%[46.1 µM]	-14%
O=C(O)c1cc(-c2cccs2)nn1-c1ccccc1	6%	1.6%	12%	7%	1%	-1%	-7%	-3%
CCc1ccc(-n2c(=O)c3sc4ccccc4c3n(CC(=O)N(CC)Cc3ccccc3)c2=O)cc1	-14%	-1.1%	-5%	·	-1%	-3%	·	·
Cc1ccc(CNC(=O)CC(C)S(=O)(=O)c2cc3c(cc2C)NC(=O)CO3)cc1 (stereo not given)	0%	-0.2%	-1%	·	4%	-18%	·	·
COc1ccc(N2CCN(C(=O)CCS(=O)(=O)c3ccc(OC)cc3)CC2)cc1	4%	1.1%	-12%	0%	7%	-2%	8%	-4%
Fc1ccc(-c2nnc(SCc3ncc(-c4ccccc4)o3)n2CC2CCCO2)cc1 (stereo not given)	-3%	2.0%	-1%	6%	-3%	-3%	-13%[46.1 µM]	4%
COc1cc(NC(=O)CCN2CCN(c3ccccc3F)CC2)cc(OC)c1	-5%	-1.8%	-12%	-1%	0%	-4%	?	-3%
O=C(Nc1ccc(NC(=O)C23CC4CC(CC(C4)C2)C3)cn1)c1ccco1	0%	0.7%	4%	8%	20%	2%	-1%[46.1 µM]	3%
Cc1cc(NC(=O)CSc2nnc(C(C)N(C)C)n2Cc2ccccc2)no1 (stereo not given)	7%	?	-2%	-3%	-3%	-1%	-25%[46.1 µM]	4%
Nc1ccc(C23CC4CC(CC(CO)(C4)C2)C3)cc1	10%	-0.9%	-10%	3%	-19%	-3%	7%[46.1 µM]	8%
CCCN1C(=O)C(NC(C)=O)c2cc(OC)ccc21 (stereo not given)	-2%	0.9%	-1%	3%	1%	0%	-4%[46.1 µM]	8%
O=S(=O)(c1cccc2cccc(Cl)c12)N1CCCC1	5%	-0.9%	13%	-6%	7%	-3%	1%	-1%
O=C(C1CCCN(S(=O)(=O)c2cccnc2)C1)N1CCn2c1nc1ccccc12 (stereo not given)	9%	-1.0%	-1%	-2%	1%	-4%	13%	-11%
COc1ccc(-c2csc(N3CCC(c4ccccc4)C3)n2)cc1 (stereo not given)	15%	1.1%	-5%	8%	-5%	-1%	-15%[46.1 µM]	1%
CC(=O)Nc1cc(-c2ccc(F)cc2)[nH]n1	1%	0.0%	-12%	10%	0%	2%	-2%	-1%
Cc1cccc2cc(COC(=O)C3CCCO3)c(=O)[nH]c12 (stereo not given)	4%	0.0%	5%	1%	0%	2%	2%[46.1 µM]	7%
COc1ccc(NC(=O)CN(c2cc(C)cc(C)c2)S(=O)(=O)c2c(C)n[nH]c2C)cc1	13%	0.0%	-11%	2%	-6%	-2%	-23%[46.1 µM]	3%
CN1C(N)=NC(=O)/C1=C/c1ccc(F)cc1	4%	1.1%	4%	-1%	-11%	-6%	-10%	-19%
Cc1ccc(NC(=O)CN2C(=O)c3ccccc3Sc3ccc(C(=O)N4CCOCC4)cc32)cc1C	1%	-0.2%	-17%	·	2%	-2%	·	·
O=C(NCCC1=CCCCC1)c1ccc(CN2CCOCC2)cc1	-3%	-2.6%	1%	3%	0%	-8%	-3%[46.1 µM]	-8%
COc1ccc(-c2[nH]ncc2CNC(C)CCn2cccn2)cc1F (stereo not given)	1%	1.1%	-4%	2%	0%	-1%	-13%	0%
CN1C(=O)c2ccccc2Sc2ccc(NC(=O)c3ccccc3F)cc21	-5%	-1.3%	-23%	·	-2%	-15%	·	·
COc1cc(-c2noc(CN3CCN(c4ccccc4)CC3)n2)cc(OC)c1OC	6%	10%	-16%	·	-4%	-1%	·	·
